NSD2 inh = NSD2 histone methyltransferase inhibitors, primary screen, biochemical, AlphaScreen, single concentration, set 2; 0.54% of 310,000 active; inhibition, % at 12.5 µM; NSD2 peptide methylation, 120 min; Histone-lysine N-methyltransferase NSD2 (Homo sapiens), O96028; AID 743445, 2014; in the data active = inhibition above about 50%
CDK5 p35 inh = inhibitors of human CDK5/p35 kinase, primary screen, biochemical, single concentration | Cyclin-dependent kinase 5 (Homo sapiens) + Cyclin-dependent kinase 5 activator 1 (Homo … | 0.01% of 330,000 active | inhibition, % at 10 µM | Recombinant CDK5/p35, ADP-Glo luminescence, 60 min;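 active = highest replicate inhibition of at least 50% and at least 75% of replicates reaching 50%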;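 also: plate controls were DMSO neutral control for no effect and GW8510 at 10 µM for full effect; many of its hits are not listed in these tables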
Target sequence (Q00535 whole entry, looked up): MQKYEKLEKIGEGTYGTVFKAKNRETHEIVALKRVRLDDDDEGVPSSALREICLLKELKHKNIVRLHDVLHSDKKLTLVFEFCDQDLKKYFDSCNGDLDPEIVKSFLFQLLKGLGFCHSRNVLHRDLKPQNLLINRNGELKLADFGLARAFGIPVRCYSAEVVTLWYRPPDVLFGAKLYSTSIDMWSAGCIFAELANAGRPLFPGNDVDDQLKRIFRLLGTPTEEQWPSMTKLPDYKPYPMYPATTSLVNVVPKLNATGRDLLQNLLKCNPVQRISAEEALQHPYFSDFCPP
Target sequence (Q15078 whole entry, looked up): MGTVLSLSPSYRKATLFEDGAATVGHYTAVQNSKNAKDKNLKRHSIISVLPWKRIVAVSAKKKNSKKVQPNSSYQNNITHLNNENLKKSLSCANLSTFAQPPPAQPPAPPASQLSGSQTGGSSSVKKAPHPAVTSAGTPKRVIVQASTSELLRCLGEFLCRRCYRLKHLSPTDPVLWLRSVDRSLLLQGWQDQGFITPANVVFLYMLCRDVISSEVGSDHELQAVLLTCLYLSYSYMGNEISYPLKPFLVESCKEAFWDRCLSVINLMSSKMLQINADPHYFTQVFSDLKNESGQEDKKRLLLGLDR
SR-BI HDL uptake = inhibitors of SR-BI mediated HDL lipid uptake, primary screen, ldlA[mSR-BI] cells, fluorescence, single point | inhibition, % at 12.5 µM | ldlA[mSR-BI] CHO cells, DiI-HDL uptake fluorescence, 3 h | 0.96% of 320,000 active;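 active = mean replicate inhibition of at least 70% and a set share of replicates each scoring 70 or more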;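 also: 0% = median of neutral control wells and 100% = median of positive control wells; values of inactives mirror those of a sister screen read the other way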
V-ATPase pHluor = regulators of yeast V-ATPase proton pumping, primary screen, pHLuorin cytosolic pH fluorescence | response, % at 10 µM | S. cerevisiae | AID 504577, 2011 | 0.37% of 350,000 active; in the data active = response mostly above about 7.3%, no sharp cut-off; inactive = mostly below about 5.4%; also: actives read high; inactives centre near 0; some compounds called inactive have numbers as strong as hits; reference of the scale not given here
HTR5A ag ctr = HTR5A agonists in luminescence cell assay, primary screen, counter-screen for OPRM1-OPRD1 heterodimer agonist project, full-deck HTS. 5-hydroxytryptamine receptor 5A (Homo sapiens), P47898. cell-based. activation, % at 9.3 µM. 0.61% of 340,000 active. AID 504692, 2011; in the data active = activation mostly above about 9.5%, no sharp cut-off; inactive = mostly below about 7.6%;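 also: 0% = cells with vehicle only and 100% = reference agonist; strong numbers were not always called active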
Target sequence (P47898 whole entry, looked up): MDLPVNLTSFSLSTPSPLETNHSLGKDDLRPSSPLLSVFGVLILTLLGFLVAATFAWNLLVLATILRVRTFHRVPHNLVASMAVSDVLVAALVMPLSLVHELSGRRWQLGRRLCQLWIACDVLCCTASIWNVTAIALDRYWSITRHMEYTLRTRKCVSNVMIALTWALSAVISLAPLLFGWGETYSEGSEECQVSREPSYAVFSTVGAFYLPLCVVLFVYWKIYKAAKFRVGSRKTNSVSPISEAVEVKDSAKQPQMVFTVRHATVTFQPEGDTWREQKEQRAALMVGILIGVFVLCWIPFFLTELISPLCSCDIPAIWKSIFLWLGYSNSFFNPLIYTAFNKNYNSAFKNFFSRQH
PvdQ acylase = P. aeruginosa PvdQ acylase inhibitors, primary screen, biochemical, fluorescence, plate reader and imaging, single point; 0.063% of 340,000 active; purified PvdQ acylase; inhibition, % at 10 µM; PvdQ acylase [Pseudomonas aeruginosa LESB58]; AID 488965, 2010; in the data active = inhibition above about 30%, passing the limit was not always enough;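 also: 0% = vehicle neutral wells and 100% = reference inhibitor wells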
HTR5A inv ctr = HTR5A inverse agonists in luminescence cell assay, primary screen, counter-screen for OPRM1-OPRD1 heterodimer inverse agonist project, full-deck HTS; HTR5A cell line, inverse agonism; inhibition, % at 9.3 µM; 0.083% of 340,000 active; AID 504634, 2011; in the data active = inhibition mostly above about 23%, no sharp cut-off; inactive = mostly below about 18%;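 also: 0% = cells with DMSO and 100% = no-cell wells with DMSO; some compounds called inactive have numbers as strong as hits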
dFosB act = activators of delta FosB homodimer, primary screen, biochemical, fluorescence polarization, TAMRA-CDK5 oligo, single point; 0.99% of 340,000 active; purified delta FosB; percent of positive-control signal above neutral wells; activation, % at 25 µM; AID 493131, 2011;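 active = mean activation above about 17%, with every replicate also reaching it, limit read from the data, passing the limit was not always enough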;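 also: fluorescence polarization rise as delta FosB binds a TAMRA Cdk5 AP-1 oligo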
Wnt bcat act = Wnt/beta-catenin pathway activators, primary screen, cell-based, plate reader, single point. Wnt/beta-catenin reporter cell assay, activator. activation, % at 9.35 µM. 1.2% of 300,000 active. AID 743398, 2014; in the data active = activation above about 30%, passing the limit was not always enough;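 also: 0% = neutral control wells and 100% = positive control wells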
MITF TRPM1 HTS = activators of MITF-driven TRPM1 promoter reporter, primary screen, cell-based, SK-MEL-5, luciferase, single point; SK-MEL-5 TRPM1-promoter luciferase, 24 h; % of positive control, neutral wells = 0; 0.75% of 300,000 active; activation, % at 12.5 µM;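 active = mean activation of at least 80% with every replicate also reaching 80%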;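 also: 0% = neutral control wells and 100% = parthenolide positive control wells; values of inactives mirror those of a sister screen read the other way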
An asterisk follows results filed as active; . = not tested or not shown; & = joins results of further samples.

Sequence of screens – HTR5A ag ctr, MITF TRPM1 HTS, V-ATPase pHluor, PvdQ acylase, HTR5A inv ctr, dFosB act, Wnt bcat act, SR-BI HDL uptake, NSD2 inh, CDK5 p35 inh
- CCOC(=O)Cn1cc(C(=O)C(=O)N2CCOCC2)c2ccccc21
    4, -4, 3, 8, 11, -4, -1, -2, -2, -1.0
- O=C(NC(=S)Nc1ccccn1)c1ccccc1
    -2, 33, -4, -16, 5, -1, 39*, 4, -3, 1.9
- CCOC(=O)Nc1cc(C)c(Cl)cc1OC
    4, -12, -2, -18, -11, 6, ., 28, 0, 1.6
- c1cncc(-c2nc3ccccc3[nH]2)c1
    3, 10, -2, -5, -4, -3, ., -17, -2, 1.2
- O=c1c2ccccc2nc2n1CCC2
    -2, -7, 2, 0, 21, 1, -4, -22, 3, -0.1
- COC(=O)[C@@H](Cc1c[nH]c2ccccc12)NC(=O)c1cc(=O)[nH]c2ccccc12
    1, 0, 0, -2, 14, -6, 3, -13, 11, -0.8
- COc1ccc2nc3ccccc3nc2c1N
    -2, ., 2, 2, -14, -9, -1, 17, 41, -3.5
- Cc1ccc2nc(-c3cccc(SC4CCCCC4)c3)c(NC3CCCCC3)n2c1
    -2, 3, 2, 5, 9, -5, -2&-1, -1, -1, -0.3
- COc1ccc(CCN2CC(C(=O)NCC3(O)CCCCC3)CCC2=O)cc1 (centres undefined)
    0, 15, 4, -1, 21, -6, -1, -21, -1, 1.2
- Cc1nc2nc[nH]n2c(=O)c1NC(=O)c1c(-c2ccccc2Cl)noc1C
    -2, 7, -2, 3, -14, -4, ., -21, ., -0.6
- CCC(C(=O)OCC(=O)Nc1ccc(OC)cc1OC)c1ccccc1 (centres undefined)
    3, -3, 3, 6, 8, -4, -2, 1, -4, 2.0
- CC12CCC(c3c(C(=O)O)nn(-c4ccccc4)c31)C2(C)C (centres undefined)
    -6, 14, 4, 2, 16, 2, -1, -37, -1, 5.7
- COc1ccccc1C1C(C(N)=O)=C(C)Nc2nc(-c3ccccc3Cl)nn21 (centres undefined)
    1, ., 0, -20, -2, -2, 1, -16, ., 0.9
- Cc1ccc(C(=O)N/C(=C\c2ccco2)C(=O)NCCN2CCOCC2)cc1C
    -1, -11, -5, 3, 6, 5, -1, -15, -1, 0.1
- O=C(N=C1SC2CS(=O)(=O)CC2N1c1cccc(Cl)c1)C1CCCO1 (centres undefined)
    3, 0, 0, -11, 2, -1, 2, -18, -13, 0.1
- CC(=O)N1CCc2cc(S(=O)(=O)NCCC(=O)NC3CCCc4ccccc43)ccc21 (centres undefined)
    2, -16, 0, -5, 16, 4, ., 6, 3, -0.3
- COc1cccc(NC(=S)Nc2cc(C(=O)O)ccc2N2CC3CC(C2)c2cccc(=O)n2C3)c1 (centres undefined)
    -1, -1, 0, -8, 2, -6, 9, 20, 1, 1.0
- Cc1cccc(NC(=O)Nc2cc(C)on2)c1
    -1, 36, 0, 39*, 8, -1, 16, -3, 4, 0.3
- Cc1cc([N+](=O)[O-])nn1CC(=O)Nc1cccc2nonc12
    1, -2, -6, -10, 32, -4, -2, 10, 0, -1.0
- O=C(Nc1oc2ccccc2c(=O)c1-c1ccc(Br)cc1)c1ccco1
    3, 0, 3, -1, 1, -14, 0, 4, -4, -3.4
- CC(OC(=O)Cc1c[nH]c2ccccc12)C(=O)Nc1ccccc1F (centres undefined)
    -1, -18, 14, -1, 3, -4, -2, -15, 0, 0.5
- O=C(NCCc1ccc(F)cc1)C1CCN(C(=O)Nc2ccccc2)CC1
    0, -7, 0, -12, 0, 3, 3, 22, -3, 0.6
- O=C(Cc1csc(NC(=O)Nc2cccc(Cl)c2)n1)NCc1ccccn1
    1, 51, 0, -4, -2, 1, 18, 36, 1, 1.6
- O=[N+]([O-])c1ccc(-c2c[nH]c(=S)[nH]2)cc1
    1, 8, 1, -8, -11, -21, -1, ., 3, 1.7
- CCOc1ccc(N(CC(=O)NC2CC3CCC2C3)S(=O)(=O)c2ccccc2)cc1 (centres undefined)
    10, -3, 2, -5, -27, -10, -3, -11, -1, 0.2
- CCOc1ccc(/C(O)=C2/C(=O)C(=O)N(CCN(CC)CC)C2c2ccco2)cc1 (centres undefined)
    -2, 1, 0, -8, 6, -4, ., 12, 2, -6.8
- COc1ccc(NS(=O)(=O)c2cc(N)ccc2N2CCCC2)cc1
    -3, -5, 2, -3, 11, 3, -5, 11, 22, -3.4
- O=C(CCn1cccc1)N1CCc2ccccc21
    0, 16, -3, 8, 1, 7, ., -1, 3, -0.6
- CCOC1CC(C)(C)NC(=S)N1 (centres undefined)
    0, 0, -1, -5, 27, -2, 1, -36, -1, 0.7
- Cc1ccc(N(C(=O)c2csnn2)C(C(=O)NC2CCCCC2)c2cccnc2)cc1 (centres undefined)
    -7, -11, 3, -8, -19, -13, -2, -18, -1, -1.5

3 compounds out of the list above, sorted by the number in MITF TRPM1 HTS, highest first:
smiles | MITF TRPM1 HTS | V-ATPase pHluor | PvdQ acylase | dFosB act | Wnt bcat act | SR-BI HDL uptake | NSD2 inh | CDK5 p35 inh
c1cncc(-c2nc3ccccc3[nH]2)c1 | 10 | -2 | -5 | -3 | . | -17 | -2 | 1.2
CCOC(=O)Cn1cc(C(=O)C(=O)N2CCOCC2)c2ccccc21 | -4 | 3 | 8 | -4 | -1 | -2 | -2 | -1.0
O=C(NCCc1ccc(F)cc1)C1CCN(C(=O)Nc2ccccc2)CC1 | -7 | 0 | -12 | 3 | 3 | 22 | -3 | 0.6

The listing continues.
Sequence of screens – HTR5A ag ctr, MITF TRPM1 HTS, V-ATPase pHluor, PvdQ acylase, HTR5A inv ctr, dFosB act, Wnt bcat act, SR-BI HDL uptake, NSD2 inh, CDK5 p35 inh
- O=C(CCS(=O)(=O)c1cccc2nsnc12)N1CCN(C(=O)c2ccco2)CC1
    3, ., -2, -24, -5, 4, 0, -4, 1, -4.3
- Cn1c(SCC(=O)NC2CC2)nnc1-c1ccco1
    -7, 3, -1, 15, 5, -4, -1, 9, -5, -1.0
- COc1ccc(C2c3ccc4ccccc4c3Oc3ncn(Cc4ccco4)c(=N)c32)cc1OC (centres undefined)
    3, -27, -1, -6, -9, 53*, ., -9, 0, 0.2
- Cc1ccccc1-c1nnn(C/C(N)=N/O)n1
    4, -12, -3, 4, 0, -1, -5, -13, -4, -0.4
- CCC(=O)n1nc(-c2ccco2)nc1N
    0, 12, -1, -7, -22, 3, ., -14, 0, 1.7
- Cc1cccc(C)c1NC(=O)C(=O)c1cn(C)c2ccccc12
    -5, -3, -2, -5, -10, -2, 0, 64, -4, -0.3
- CCOC(=O)c1c(CSc2ccccc2)n(C)c2ccc(O)c(CN3CCN(C)CC3)c12
    -1, -1, 4, -6, 10, 1, 0, ., 15, -0.2
- CN(CC(=O)Nc1ccc(Cl)c(C(F)(F)F)c1)C(=O)CCN1C(=O)C2CCCCC2C1=O (centres undefined)
    1, 3, 1, -14, -2, -5, 0, 3, 0, -4.5
- CCO/C=C1\SC(=S)N(c2ccc(Cl)cc2)C1=O
    -1, ., 0, -2, -9, 2, 10, -17, 18, -0.3
- COc1ccc(NCC(O)COc2ccc(C(C)(C)C)cc2)cc1 (centres undefined)
    6, -7, -1, -6, -4, -4, 1, -7, ., -0.2
- Cc1ccc(CNc2nc(Cl)c(C#N)s2)cc1
    2, 44, 15*, -2, -3, -3, ., -5, -1, 0.2
- Cc1ccc(S(=O)(=O)Nc2ccc(C(OC(=O)c3ccccc3[N+](=O)[O-])(C(F)(F)F)C(F)(F)F)cc2)cc1
    -2, -9, -4, 5, 16, -3, ., -9, 0, 1.3
- COc1cccc(/C=C/c2[nH]c(=O)[nH]c(=O)c2[N+](=O)[O-])c1O
    -3, 3, 6, -4, 11, 0, 3, -15, 14, 2.1
- CN1C(=O)CSc2ccc(NC(=O)N3CCC(N4CCCCC4)CC3)cc21
    2, 13, 1, 2, 2, 0, -1, -4, 4, 3.3
- OCCNc1cnc2ccccc2n1
    0, 26, 2, 0, -1, 4, -1, -20, 15, 1.2
- Cc1noc(C)c1COC(=O)C1CCN(C(=O)c2ccc(Cl)cc2)CC1
    -1, 0, 3, -3, 2, -8, -1, 12, -2, -0.6
- CCC1=C(CC2NCCc3ccccc32)CC2c3cc(OC)c(OC)cc3CCN2C1 (centres undefined)
    10, ., 1, 18, -38, 3, -9, 10, 2, 1.5
- Nc1nc(NCc2ccco2)nc(N2CCCCCC2)c1[N+](=O)[O-]
    4, -16, 23*, -3, 10, -14, ., -8, 11, 0.2
- O=C(c1cnc2n(c1=O)CCS2)N1CCN(c2ccc(Cl)c(Cl)c2)CC1
    4, -13, -2, -16, -18, -7, ., 11, ., -0.7
- COc1ccc(/C=N/NC(=O)COc2ccccc2-c2ccccc2)cc1
    1, -29, 3, -12, -26, -9, -24, -25, 7, -1.4
- CCC(CC)CN1CCC(CN2C(=S)NC[C@@H]2CC(C)C)CC1
    -1, 11, 0, -1, 5, 1, -4, -2, ., 0.3
- O=C1CN(C(=O)COc2ccc(F)cc2Cl)c2ccccc2N1
    -1, -1, -1, -10, 3, -10, -4, ., -3, 0.8
- CCOCCCNC(=O)CN1C(=O)/C(=C\c2ccc(C)cc2)Sc2ccccc21
    0, 4, 1, -4, 10, -6, 0, 52, -1, -3.5
- N#Cc1ccc(NC(=O)NN2CCCCCC2)cc1
    4, 9, 0, -12, -15, -5, -1, 11, -1, -0.1
- COc1ccc(OCCN2C(=O)c3cccc(N)c3C2=O)cc1
    6, 88*, 2, 4, -18, -6, 2, ., -1, 0.4

Molecules listed so far that contain an NH in an aromatic ring (6):
Sequence of screens – HTR5A ag ctr, MITF TRPM1 HTS, V-ATPase pHluor, PvdQ acylase, HTR5A inv ctr, dFosB act, Wnt bcat act, SR-BI HDL uptake, NSD2 inh, CDK5 p35 inh
- c1cncc(-c2nc3ccccc3[nH]2)c1
    3, 10, -2, -5, -4, -3, ., -17, -2, 1.2
- COC(=O)[C@@H](Cc1c[nH]c2ccccc12)NC(=O)c1cc(=O)[nH]c2ccccc12
    1, 0, 0, -2, 14, -6, 3, -13, 11, -0.8
- Cc1nc2nc[nH]n2c(=O)c1NC(=O)c1c(-c2ccccc2Cl)noc1C
    -2, 7, -2, 3, -14, -4, ., -21, ., -0.6
- CC(OC(=O)Cc1c[nH]c2ccccc12)C(=O)Nc1ccccc1F (centres undefined)
    -1, -18, 14, -1, 3, -4, -2, -15, 0, 0.5
- O=[N+]([O-])c1ccc(-c2c[nH]c(=S)[nH]2)cc1
    1, 8, 1, -8, -11, -21, -1, ., 3, 1.7
- COc1cccc(/C=C/c2[nH]c(=O)[nH]c(=O)c2[N+](=O)[O-])c1O
    -3, 3, 6, -4, 11, 0, 3, -15, 14, 2.1

Assay outcomes: PubChem, several laboratories
